DAX1 inh-1 – DAX1 (NR0B1) inhibition, primary screen; HEK293T StAR-luciferase reporter, SF-1/DAX-1 repression relief; inhibition, % at 6.8 µM; hit rate 1.1% among 370,000; AID 652010;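 active = inhibition above the mean over all tested compounds plus 3 SD, cut at about 3.6% in these data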;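 note: 0% = DAX-1 cells with DMSO and 100% = cells lacking DAX-1 with DMSO; higher inhibition means more luminescence from relief of DAX-1 repression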
NPR1 activator – GC-A (human) enzyme activation | HEK293 GC-A cells, cGMP TR-FRET, EC30 ANP; 0% at EC30 ANP, 100% saturating ANP | hit rate 0.14% among 370,000 | P16066 | activation, % at 10 µM; in the data active = activation above about 40%
Target sequence (P16066 whole entry, looked up): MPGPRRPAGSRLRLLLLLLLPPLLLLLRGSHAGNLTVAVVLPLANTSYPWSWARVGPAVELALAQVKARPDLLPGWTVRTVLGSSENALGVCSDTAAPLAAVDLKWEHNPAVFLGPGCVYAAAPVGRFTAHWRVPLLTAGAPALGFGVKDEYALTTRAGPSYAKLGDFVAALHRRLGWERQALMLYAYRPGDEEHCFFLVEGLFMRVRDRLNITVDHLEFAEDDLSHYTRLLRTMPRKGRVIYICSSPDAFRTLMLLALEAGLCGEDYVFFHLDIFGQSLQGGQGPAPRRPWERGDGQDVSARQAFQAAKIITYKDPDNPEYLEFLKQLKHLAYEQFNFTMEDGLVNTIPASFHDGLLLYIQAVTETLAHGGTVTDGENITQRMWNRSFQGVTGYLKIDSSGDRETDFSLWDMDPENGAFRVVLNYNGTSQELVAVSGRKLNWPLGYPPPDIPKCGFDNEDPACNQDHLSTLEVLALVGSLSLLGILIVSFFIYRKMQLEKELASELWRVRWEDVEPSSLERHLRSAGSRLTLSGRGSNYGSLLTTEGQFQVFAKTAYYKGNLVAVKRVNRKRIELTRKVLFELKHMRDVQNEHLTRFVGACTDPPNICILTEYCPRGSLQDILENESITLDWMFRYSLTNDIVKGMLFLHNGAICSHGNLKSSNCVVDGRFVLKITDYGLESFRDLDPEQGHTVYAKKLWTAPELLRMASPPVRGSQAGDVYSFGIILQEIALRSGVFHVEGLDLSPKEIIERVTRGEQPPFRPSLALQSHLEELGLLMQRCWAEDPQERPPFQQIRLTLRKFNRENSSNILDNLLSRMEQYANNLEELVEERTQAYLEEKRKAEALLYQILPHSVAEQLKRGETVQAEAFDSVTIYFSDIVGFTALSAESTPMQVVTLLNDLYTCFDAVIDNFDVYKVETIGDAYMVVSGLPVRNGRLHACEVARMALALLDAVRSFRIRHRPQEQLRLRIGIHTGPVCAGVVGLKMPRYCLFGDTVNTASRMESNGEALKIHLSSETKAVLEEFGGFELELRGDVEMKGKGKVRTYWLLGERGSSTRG
DAX1 inh-2 – NR0B1 (DAX1) inhibition | P51843 | HEK293 Gal4-DAX1 luciferase reporter, luminescence | inhibition, % at 6.75 µM | hit rate 0.99% among 340,000 | AID 504766;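 active = inhibition above the mean over all tested compounds plus 3 SD, cut at about 4.2% in these data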;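 note: 0% = DAX1-transfected cells with DMSO and 100% = empty-vector control cells with DMSO; inhibition shows as a rise in luminescence from relieved DAX1 repression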
ssDAF12 agonist – activates DAF-12 receptor from parasite S. stercoralis; activation, % at 6.8 µM; hit rate 1% among 370,000; AID 652126; HEK293 ssDAF-12/GRIP1 lit1-tk-luc reporter, luminescence; % of 3 µM dafachronic acid response;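 active = activation above the mean over all tested compounds plus 3 SD, cut at about 0.9% in these data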;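 note: 0% = DMSO-only wells and 100% = 3 µM delta7-dafachronic acid wells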
hgDAF-12 ag – activates the H. glycines DAF-12 receptor ligand-binding domain | activation, % at 6.8 µM | HEK293 GAL4-hgDAF12 UAS-luciferase reporter, agonist luminescence; normalized to butyrate control | hit rate 1.8% among 370,000;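 active = activation above a cutoff set at the mean of all screened compounds plus 3 SD, cut at about 10% in these data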;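 note: 0% = DMSO wells and 100% = sodium butyrate wells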
HGIII-sPLA2 inh – Inhibits HGIII-sPLA2 liposome hydrolysis, primary screen. QFRET BODIPY PC-A2 liposome hydrolysis, fluorescence. hit rate 0.56% among 370,000. AID 743126. inhibition, % at 12.2 µM;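 active = inhibition above mean plus 3 SD of compounds lying within the high and low control bounds, cut at about 19% in these data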;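 note: 0% = median of test compound wells and 100% = no enzyme DMSO wells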
FXN GAA850 act – frataxin GAA850 promoter activation; HEK293 lucGAA850 FXN promoter luciferase reporter, 24 h; percent of 10 µM SAHA response; AID 540364; activation, % at 6 µM; hit rate 0.56% among 360,000;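 active = activation above the average of all compounds screened plus 3 SD, cutoff fixed separately per campaign, cut at about 7.5% in these data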;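 note: 0% = DMSO wells and 100% = 10 µM SAHA wells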
NPR2 activator – GC-B (human) receptor activation; P20594; HEK293-GC-B cells, CNP EC30, cGMP TR-FRET; 0% at EC30 CNP, 100% saturating CNP; activation, % at 10 µM; hit rate 0.11% among 370,000;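 active = activation at 10 µM reaching about 35% in either raw or pattern-adjusted values, limit read from the data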
hcDAF-12 act – activates DAF-12 receptor from parasite H. contortus; HEK293 hcDAF-12 lit1-tk-luc reporter, luminescence; 0% DMSO, 100% Δ7-dafachronic acid; activation, % at 6.8 µM; hit rate 1.4% among 370,000;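 active = activation above the mean of all tested compounds plus 3 SD, cut at about 5.5% in these data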;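 note: 100% = response to 3 µM Δ7-dafachronic acid high control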
KLK7 zymogen act – activators of human kallikrein-7 zymogen; activation, % at 7 µM; P49862; AID 652039; purified proKLK7, EDANS-DABCYL substrate fluorescence; 100% is mature enzyme control, 0% vehicle; hit rate 0.9% among 370,000;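 active = activation above the mean of all tested compounds plus 3 SD, computed per campaign excluding outliers beyond control limits, cut at about 13% in these data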
SMARCA2 act – increases SMARCA2 function in MMTV reporter cells; MG213 cells, MMTV-luciferase reporter, dexamethasone, overnight; activation, % at 9.1 µM; hit rate 1% among 370,000; in the data active = activation above about 7.8%;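 note: 0% = vehicle wells and 100% = reference activator wells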
The depositor's hits bear a star; . = no result given.

Order of results: DAX1 inh-1, NPR1 activator, DAX1 inh-2, ssDAF12 agonist, hgDAF-12 ag, HGIII-sPLA2 inh, FXN GAA850 act, NPR2 activator, hcDAF-12 act, KLK7 zymogen act, SMARCA2 act
- O=C(CSc1nc2ccc(Cl)cc2[nH]1)Nc1ccc2c(c1)CCC2
 : -0.3, -2, -0.1, -1.3, 1.9, -28, 0.6, -5, 2.0, 0.4, -2
- CCOC(=O)CNC(=O)CSc1nnc(-c2ccccc2OC)n1CC
 : -0.3, 1, 0.2, -0.9, 4.7, 2, 4.0, 1, 1.8, -0.4, 0
- O=C(c1ccc(NC2=NC3CS(=O)(=O)CC3S2)cc1)N(CCO)Cc1ccccc1 (stereo unspecified)
 : -0.2, 1, 0.5, -0.5, 0.6, 8, -0.8, -3, -1.4, 0.5, -3
- Cn1c(CCc2ccccc2)nnc1SCC(=O)N1CCOCC1
 : -0.6, -3, 0.6, -1.1, 0.0, 4, 1.0, 2, 0.2, 0.3, 3
- COc1ccc(-c2sc3ccc(N4CCOCC4)cc3c2C#CC(C)(C)O)cc1
 : 0.1, 5, 1.6, -1.4, 0.2, 0, 3.4, -7, -0.2, -4.0, 1
- c1ccc(NCCC2OCC3(CO2)COC(CCNc2ccccc2)OC3)cc1 (stereo unspecified)
 : -0.4, 1, -0.7, -0.6, 2.8, 3, 0.5, -1, 3.5, 0.1, -3
- COc1ccc(C(=O)CC(=O)C(=O)Nc2ccc(Cl)cc2)cc1
 : 0.6, 0, 0.8, -1.3, 0.8, -2, 2.0, 3, 0.5, -0.3, 8
- CN(C)S(=O)(=O)c1ccc(Cl)c(-c2nnc3n2CCCCC3)c1
 : 1.2, 1, 0.6, 0.4, -0.5, -2, -0.9, -2, 7.8*, -0.6, -4
- Cc1nc2ccccn2c1C(=O)CSc1ccccc1
 : 0.4, 6, -1.3, -1.7, 0.1, -14, 1.0, 2, -0.1, -0.3, 0
- COc1ccc(NC(=S)N2CCCC(CO)C2)c(OC)c1 (stereo unspecified)
 : -0.3, -1, -1.3, -1.4, 4.6, 3, 2.5, -4, -0.7, -0.3, 2
- COc1ccc(C)cc1S(=O)(=O)NC(C)c1cnn(-c2ccccn2)c1C (stereo unspecified)
 : -0.1, -3, 0.3, -1.1, 0.0, -2, -0.8, 0, -0.3, -0.6, 0
- CCOC(=O)C1=C[C@@H](C(C)(C)C)N(S(=O)(=O)c2ccc(C)cc2)[C@H]1c1ccc(F)cc1
 : -4.4, -5, ., -1.9, -2.8, -4, ., -6, -2.9, 1.2, -4
- COc1cc(/C=C/C(=O)OCC(=O)NCCCc2ccccc2)cc(OC)c1OC
 : -1.4, -1, 0.2, -1.1, 0.6, -12, -1.7, -4, -0.6, 1.7, -1
- O=Cc1ccc(N2Cc3ccccc3C2)cc1
 : -1.1, 5, 1.0, -1.6, -2.1, 2, -0.5, 2, -4.0, 0.3, 0
- Cc1ccc(C(NC(=O)NN2CCN(C)CC2)C(Cl)Cl)cc1F (stereo unspecified)
 : 0.0, 4, -0.2, -0.8, -0.4, 0, 2.7, -3, 0.8, 0.8, -1
- COc1cc(C(=O)O/N=C(\N)c2ccncc2)cc(OC)c1OC
 : 1.2, 2, -0.1, -0.5, 0.3, 0, 0.0, 3, -4.0, -0.7, -3
- C[C@H](CO)N1C[C@H](C)[C@@H](CN(C)Cc2ccc(Cl)c(Cl)c2)Oc2c(NC(=O)CCC(F)(F)F)cccc2C1=O
 : -0.5, -4, -0.5, -1.5, -0.4, -21, -1.8, -11, 0.9, -0.8, 1
- COc1ccc(N2C(=O)CC(N(CCc3ccccc3)C(=O)c3ccccc3)C2=O)cc1 (stereo unspecified)
 : -0.2, 3, 1.9, -1.9, -2.3, -6, -0.2, -1, -1.2, 0.4, -5
- CCN(C(=O)C1CCCN(c2nc(-c3ccc(OC)cc3)no2)C1)c1ccc(OC)cc1 (stereo unspecified)
 : -2.9, -23, -0.4, -1.4, -3.7, 0, 0.2, -22, -4.2, 0.3, -3
- CCNC(=O)C1(C)CCCN(C(=O)c2ccc3c(c2)C(C)(C)CCC3(C)C)C1 (stereo unspecified)
 : -3.4, -2, ., -1.8, -3.5, 0, 0.0, 3, -3.7, 0.3, -6
- O=C(O)c1cccc2c1C(=O)N(c1ccccc1)C2
 : 0.2, -1, 0.2, -1.4, -0.4, -7, 0.0, 1, 0.4, 4.5, 3
- Cc1c(C(=O)Nc2ccccc2)cnn1-c1ccccc1
 : 1.5, -2, 2.3, -0.5, 10, 0, 3.0, 2, 5.4, 0.4, 5
- Cc1nn(Cc2ccc(C(=O)N3CCOCC3)o2)c(C)c1Br
 : -0.1, -4, 0.3, -0.8, -0.8, 10, 0.7, 2, 0.4, -1.0, -2
- CCC(C)[C@H](NC(=O)Nc1cccc(Cl)c1)C(=O)O (stereo partly specified)
 : 0.0, 3, 2.1, -0.7, 0.0, 7, -0.7, 6, -0.2, 0.4, -1
- Cc1cccc(C2c3[nH]c4ccccc4c3CCN2C(=O)Cc2n[nH]c(C)n2)n1 (stereo unspecified)
 : 0.8, -5, 1.4, 1.5*, 3.9, -5, 2.2, 2, 3.2, 0.2, -1
- O=C(NCc1ccncc1)c1cccc(S(=O)(=O)N2CCc3ccccc32)c1
 : -4.2, -7, -1.2, -1.3, -2.3, -4, 0.3, -3, -1.2, -0.1, -4
- CSCC[C@H](NC(=O)OC(C)(C)C)c1nnc(SCC(=O)Nc2ccc(C)cc2C)o1
 : -1.0, -3, 0.4, -0.9, -3.2, -3, -0.3, 2, -1.8, -0.1, 2
- CCn1c(N2CCN(C(c3ccccc3)c3ccccc3)CC2)nc2c1c(=O)[nH]c(=O)n2C
 : 0.0, -1, -0.8, -1.4, -0.6, 4, 1.3, 4, -0.3, 0.1, -2
- COCCN(Cc1cccs1)S(=O)(=O)c1ccc(-c2ccc(=O)[nH]n2)s1
 : 0.1, -12, 0.0, -1.3, 1.1, -6, 3.0, -11, -1.9, 0.1, -1
- O=C(Nc1ccccc1N1CCN(C(=O)c2ccccc2)CC1)c1cc(Br)ccc1Cl
 : -0.9, -8, -2.5, -1.9, -4.4, -7, -0.2, 2, 1.2, 0.5, -2
- O=C(CN1C(=O)c2ccccc2S1(=O)=O)NCc1cccnc1
 : 0.1, 0, 0.3, -0.5, 3.0, 0, 0.6, 7, -1.3, -0.2, 1
- CC(Sc1ccccc1F)C(=O)Nc1cccc(S(=O)(=O)N2CCOCC2)c1 (stereo unspecified)
 : 0.3, 1, -0.7, -1.1, -0.1, -1, -0.5, 3, -0.9, 0.3, 0
- CC(C)[C@H](NC(=O)N1CC(=O)Nc2ccccc21)C(=O)N[C@H](Cc1ccccc1)C(=O)O
 : -0.2, 3, 1.2, -0.6, -3.3, 12, 1.6, 9, -1.6, -0.6, 0
- Cc1cc(Nc2cccc([N+](=O)[O-])c2)cc(=O)n1-c1cccc([N+](=O)[O-])c1
 : -1.1, 10, ., -1.4, -4.2, -5, ., 3, -1.8, -0.6, 0
- CC(Cc1cccnc1)NC(=O)c1ccccc1OC1CCN(S(C)(=O)=O)CC1 (stereo unspecified)
 : -0.8, -3, 0.8, -1.0, -1.1, -2, -0.7, 0, -1.0, -0.2, 0
- COc1nc(N(C)C)nc(N(OC)S(=O)(=O)c2ccccc2Cl)n1
 : -0.3, -13, -0.4, -1.0, -0.1, 1, 1.3, -10, -2.7, -0.6, -2
- O=C(CCC1CCN(C(=O)c2ccccc2Cl)CC1)NCc1ccc(F)cc1
 : -0.5, 2, 0.4, -0.8, -1.2, 2, -1.2, 1, 1.1, -0.8, -2
- OC1CCN(Cc2nc(Cc3ccccc3Cl)no2)CC1
 : 0.8, 3, -0.4, -1.6, 0.8, 2, 1.1, 4, 0.0, 0.2, 5
- CC(C)C(c1nnnn1C1CCCC1)N1c2ccccc2CC1C (stereo unspecified)
 : -1.0, -9, 2.1, -0.4, -2.5, -1, -1.0, -7, -0.8, 0.2, -4
- Cc1ccc(CN2CCCCC(NC(=O)c3cccc(F)c3)C2=O)cc1 (stereo unspecified)
 : -0.3, 1, ., -0.9, -1.2, -3, ., -2, -2.3, -0.4, 0
- CCOC(=O)c1cc2c(=O)n3ccccc3nc2n(CC2CCCO2)c1=NC(C)=O (stereo unspecified)
 : -0.5, 8, 0.3, -1.4, -2.0, 12, 0.9, -2, -0.1, 80*, -2
- CC(OC(=O)c1ccc(S(=O)(=O)NCc2ccco2)cc1)C(=O)Nc1ccccc1 (stereo unspecified)
 : -0.8, 1, -0.9, -1.3, 0.1, -12, -1.8, 1, -1.7, -0.6, -3
- CN(Cc1cnccn1)Cc1cn(Cc2ccccc2)nc1-c1ccc2c(c1)OCO2
 : 0.7, 5, -0.1, -1.4, -4.0, 4, -1.5, 2, 0.3, -0.6, -3
- CC(NC(=O)C12CC3CC(CC(O)(C3)C1)C2)c1ccc(Cl)cc1Cl (stereo unspecified)
 : 0.3, 4, -0.7, -0.6, -0.9, 4, -0.1, 2, 0.5, 0.5, -3
- CCNC(=O)C[C@H]1CC[C@H]2[C@@H](COc3ccc(NC(=O)c4ccc5c(c4)OCO5)cc3C(=O)N2C)O1
 : 0.7, 1, ., -1.1, 0.2, -29, ., -2, -2.8, -0.1, -4
- Cc1nc(NC(=O)c2ccccc2)sc1-c1cc(C(=O)O)nn1Cc1ccccc1
 : 1.9, -3, 0.4, -0.7, -0.5, 8, 0.1, 3, -1.9, 0.0, -3
- CNc1ncc(Cc2ccccc2)s1
 : 0.3, 0, -0.1, -1.2, 3.8, -4, -1.2, 3, 0.4, -0.4, -3
- COc1cc(SC)ccc1C(=O)Nc1cccc(S(=O)(=O)NC2=NCCC2)c1
 : -2.0, -4, -0.1, -1.3, -4.0, -7, 1.4, 6, -2.1, -0.8, -1
- Cc1ccc2c(c1)[C@H]1[C@H](CO2)[C@H](c2ccccc2)[C@]2(C)C(=O)Nc3ccc(F)cc3C(=O)N12
 : -1.6, -9, -3.6, -1.6, 0.5, 1, -9.0, -1, -1.6, 0.6, -1
